MITF TRPM1 HTS – increases MITF-driven TRPM1 promoter luciferase signal. AID 588334. SK-MEL-5 TRPM1-promoter luciferase, 24 h; % of positive control, neutral wells = 0. actives 0.75% (n = 300,000). activation, % at 12.5 µM;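 active means mean activation of at least 80% with every replicate also reaching 80%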;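 further: 0% = neutral control wells and 100% = parthenolide positive control wells; values of inactives mirror those of a sister screen read the other way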
SR-BI HDL uptake – blocks mouse SR-BI lipid uptake from DiI-HDL; Q61009; inhibition, % at 12.5 µM; ldlA[mSR-BI] CHO cells, DiI-HDL uptake fluorescence, 3 h; AID 488896; actives 0.96% (n = 320,000);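 active means mean replicate inhibition of at least 70% and a set share of replicates each scoring 70 or more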;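 further: 0% = median of neutral control wells and 100% = median of positive control wells; values of inactives mirror those of a sister screen read the other way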
Target sequence (Q61009 whole entry, looked up): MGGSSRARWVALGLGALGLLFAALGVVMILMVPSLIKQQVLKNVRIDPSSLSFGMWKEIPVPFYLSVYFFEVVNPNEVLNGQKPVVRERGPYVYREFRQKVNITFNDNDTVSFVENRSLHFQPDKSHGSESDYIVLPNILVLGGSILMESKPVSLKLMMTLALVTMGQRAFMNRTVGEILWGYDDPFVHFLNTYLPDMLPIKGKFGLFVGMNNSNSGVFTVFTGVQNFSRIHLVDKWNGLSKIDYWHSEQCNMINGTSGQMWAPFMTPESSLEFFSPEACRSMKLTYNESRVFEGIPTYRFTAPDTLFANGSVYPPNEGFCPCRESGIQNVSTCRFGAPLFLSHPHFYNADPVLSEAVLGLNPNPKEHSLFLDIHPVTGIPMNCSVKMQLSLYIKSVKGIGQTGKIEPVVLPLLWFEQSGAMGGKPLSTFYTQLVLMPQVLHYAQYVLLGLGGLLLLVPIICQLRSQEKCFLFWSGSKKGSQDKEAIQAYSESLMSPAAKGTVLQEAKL
Tat transport – E. coli Tat transport inhibition; E. coli MC4100 TorA-mCherry Tat export, fluorescence; inhibition, % at 10 µM; actives 0.036% (n = 340,000);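 active means mean replicate inhibition at least 50% and at least half of replicates individually reaching 50%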;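 further: exported cargo escapes ClpAP degradation while cytoplasmic cargo is degraded and loses fluorescence; 0% = median of neutral control wells and 100% = median of NaSCN control wells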
CAL PDZ FP-1 – CAL PDZ (human) peptide binding inhibition | inhibition, % at 24.9 µM | Q9HD26 | AID 602252 | purified CAL PDZ, TMR-peptide fluorescence polarization, 1 h | actives 0.92% (n = 300,000);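 active means mean inhibition of at least 30% with at least half of replicates also reaching 30%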;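 further: 0% = DMSO neutral control and 100% = excess unlabeled competitor peptide PRC23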
AddAB inh – less growth of phage-infected E. coli with AddAB; E. coli expressing H. pylori AddAB, absorbance growth; actives 0.29% (n = 330,000); AID 435030; inhibition, % at 11.9 µM; in the data active means inhibition above about 12%;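 further: 0% = vehicle wells of infected cells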
SR-BI uptake up – SR-BI HDL lipid transfer activation; actives 0.096% (n = 320,000); CHO ldlA[mSR-BI] cells, DiI-HDL uptake fluorescence, 3 h; 100 = double the neutral-control signal; activation, % at 12.5 µM;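 active means mean replicate activation of at least 60% and every replicate at or above 60%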;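 further: 0% = median plate neutral-control signal and 100% = twice that signal; values of inactives mirror those of a sister screen read the other way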
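Material: SR-BI-overexpressing, LDLR-lacking CHO cells; schedule: compound exposure 3 h, 37 °C; reagent: DiI-labelled HDL at 10 µg/mL final; technique: bottom-read fluorescence, 550/595 nm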
CAL PDZ FP-2 – blocks peptide binding to human CAL PDZ domain. Q9HD26. purified CAL PDZ, TMR-peptide fluorescence polarization, 1 h. inhibition, % at 20 µM. actives 0.02% (n = 330,000). AID 504414;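 active means highest replicate inhibition of at least 40%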;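 further: plate controls were DMSO neutral control wells for no effect and unlabeled competitor peptide control wells for full effect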
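System: tagged CAL PDZ domain. Schedule: 1 h room-temperature incubation prior to read. Signal: fluorescence polarization (mP). Measure: percent inhibition from loss of millipolarization.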
Ecoli viability – counter-screen for AddAB inhibitors: E. coli growth inhibition. actives 0.27% (n = 330,000). inhibition, % at 11.9 µM. AID 449728. E. coli V3065 growth, OD600 absorbance, 18 h;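 active means inhibition above the campaign's mean inhibition across all tested compounds plus 3 SD, cut at about 9.9% in these data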;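 further: uninfected addAB+ strain grown without phage in ampicillin broth; 0% = DMSO wells and 100% = ciprofloxacin 0.95 µg/ml wells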
Wnt act – Wnt/beta-catenin pathway activation; activation, % at 9.35 µM; Wnt/beta-catenin reporter cell assay, activator, plate reader; actives 1.2% (n = 300,000); in the data active means activation above about 30%, passing the limit was not always enough;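 further: 0% = neutral control wells and 100% = positive control wells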
phage Ecoli inh – E. coli growth loss with phage present. actives 0.26% (n = 360,000). AID 651602. growth absorbance. inhibition, % at 11.9 µM; in the data active means inhibition above about 11%
* hit, by the source's call.

How did CC(C)c1nnc(SCC(=O)N2CCN(C(=O)c3ccco3)CC2)n1N do in these assays?
MITF TRPM1 HTS: 15; SR-BI HDL uptake: -23; Tat transport: 3; CAL PDZ FP-1: 3; AddAB inh: 4.4; SR-BI uptake up: 23; CAL PDZ FP-2: -0.8; Ecoli viability: 0.5; Wnt act: -2; phage Ecoli inh: 5.2

Results for O=C(Nc1ccccc1C(=O)N1CCCCCC1)c1cccc([N+](=O)[O-])c1 ?
MITF TRPM1 HTS: 4; SR-BI HDL uptake: -5; Tat transport: -8; CAL PDZ FP-1: -2; AddAB inh: 0.6; SR-BI uptake up: 5; CAL PDZ FP-2: 1.5; Ecoli viability: 0.4; Wnt act: 2; phage Ecoli inh: 3.4

Results for O=C1CC(c2ccc(Cl)cc2)CC(O)=C1C=NCCO (centres undefined) ?
MITF TRPM1 HTS: 1; SR-BI HDL uptake: 4; Tat transport: 5; CAL PDZ FP-1: -1; AddAB inh: 0.6; SR-BI uptake up: -4; CAL PDZ FP-2: -0.6; Ecoli viability: -1.5; Wnt act: -2; phage Ecoli inh: 1.1

What do the screens show for `CCN(Cc1ccc2c(c1)OCCO2)C(=O)CN1C(=O)NC2(CCc3ccccc32)C1=O` (centres undefined)?
MITF TRPM1 HTS: -4; SR-BI HDL uptake: -10; Tat transport: 2; CAL PDZ FP-1: 0; AddAB inh: 1.4; SR-BI uptake up: 10; CAL PDZ FP-2: 0.2; Ecoli viability: 0.7; Wnt act: 2; phage Ecoli inh: 2.1

Results for CC(C)N(Cc1nc(-c2ccccc2)no1)C(=O)CSc1ccccc1 ?
MITF TRPM1 HTS: -17; SR-BI HDL uptake: -4; Tat transport: -5; AddAB inh: 3.2; SR-BI uptake up: 4; CAL PDZ FP-2: -1.0; Ecoli viability: 0.3; phage Ecoli inh: 2.5

How did COCc1ccc(CN2CCC(n3nccc3NC(=O)CCOc3ccccc3)CC2)o1 do in these assays?
MITF TRPM1 HTS: -11; SR-BI HDL uptake: -6; Tat transport: -2; CAL PDZ FP-1: -13; AddAB inh: 3.7; SR-BI uptake up: 6; CAL PDZ FP-2: -0.8; Ecoli viability: 0.9; Wnt act: -2; phage Ecoli inh: 1.2

Results for COc1cc(/C=C/C=C2/CC/C(=C/C=C/c3ccc(O)c(OC)c3)C2=O)ccc1O ?
SR-BI HDL uptake: 12; Tat transport: -10; CAL PDZ FP-1: -4; SR-BI uptake up: -12; CAL PDZ FP-2: -2.6; Wnt act: -2; phage Ecoli inh: -1.3

What do the screens show for `CCOc1cccc(N2C(=O)CC(NNC(=O)c3ccc(Br)o3)C2=O)c1` (centres undefined)?
MITF TRPM1 HTS: -3; SR-BI HDL uptake: 6; Tat transport: 3; CAL PDZ FP-1: -3; AddAB inh: 3.0; SR-BI uptake up: -6; CAL PDZ FP-2: -0.1; Ecoli viability: -1.5; Wnt act: 3; phage Ecoli inh: 3.2

Results for O=C(COC(=O)c1cccc(Cl)c1)Nc1ccc2[nH]c(=O)[nH]c2c1 ?
MITF TRPM1 HTS: -6; SR-BI HDL uptake: 3; Tat transport: -4; CAL PDZ FP-1: -2; AddAB inh: -0.2; SR-BI uptake up: -3; CAL PDZ FP-2: -1.4; Ecoli viability: 2.6; Wnt act: 0; phage Ecoli inh: 4.6

Results for Cc1cc(NC(=O)NC(=O)c2ccccc2NC(=O)CN(C)C)ccc1Oc1ncc(Br)cn1 ?
SR-BI HDL uptake: 4; Tat transport: -4; CAL PDZ FP-1: 1; SR-BI uptake up: -4; CAL PDZ FP-2: 0.8; Wnt act: 1; phage Ecoli inh: 0.1

Results for CCOC(=O)N1CCN(c2c(N3CCN(c4ccccc4OC)CC3)c(=O)c2=O)CC1 ?
SR-BI HDL uptake: 2; Tat transport: -8; AddAB inh: -2.0; SR-BI uptake up: -2; CAL PDZ FP-2: -1.2; Ecoli viability: 0.9; Wnt act: -4; phage Ecoli inh: -0.8

How did COc1cc(C(=O)Nc2ccc(NC(=O)c3cccc(Cl)c3)nc2)cc(OC)c1OC do in these assays?
MITF TRPM1 HTS: -2; SR-BI HDL uptake: 69; Tat transport: -4; CAL PDZ FP-1: -4; SR-BI uptake up: -69; CAL PDZ FP-2: -4.7; Wnt act: 1; phage Ecoli inh: 1.4

How did CC(=O)c1c(CC(=O)O)[nH]n(-c2nc3ccccc3s2)c1=O do in these assays?
MITF TRPM1 HTS: -9; SR-BI HDL uptake: -18; Tat transport: -4; CAL PDZ FP-1: -3; AddAB inh: 0.9; SR-BI uptake up: 18; CAL PDZ FP-2: -2.0; Ecoli viability: 2.6; phage Ecoli inh: 2.3

What do the screens show for `CC(C)(C)C(=O)Nc1sc2c(c1-c1nc3ccccc3[nH]1)CCCC2`?
MITF TRPM1 HTS: -14; SR-BI HDL uptake: 104*; Tat transport: -5; AddAB inh: 3.0; SR-BI uptake up: -104; CAL PDZ FP-2: -2.6; Ecoli viability: 0.0; Wnt act: -6; phage Ecoli inh: 2.3

Results for CCC(OC(=O)C(NC(=O)c1ccccc1)c1ccccc1)C(=O)Nc1cc(C)on1 (centres undefined) ?
MITF TRPM1 HTS: 3; Tat transport: 3; CAL PDZ FP-1: -4; AddAB inh: 0.5; CAL PDZ FP-2: -1.8; Ecoli viability: -3.0; Wnt act: -6; phage Ecoli inh: 1.9

By substructure, the entries above containing bromine
What do the screens show for `CCOc1cccc(N2C(=O)CC(NNC(=O)c3ccc(Br)o3)C2=O)c1` (centres undefined)?
MITF TRPM1 HTS: -3; SR-BI HDL uptake: 6; Tat transport: 3; CAL PDZ FP-1: -3; AddAB inh: 3.0; SR-BI uptake up: -6; CAL PDZ FP-2: -0.1; Ecoli viability: -1.5; Wnt act: 3; phage Ecoli inh: 3.2

Results for Cc1cc(NC(=O)NC(=O)c2ccccc2NC(=O)CN(C)C)ccc1Oc1ncc(Br)cn1 ?
SR-BI HDL uptake: 4; Tat transport: -4; CAL PDZ FP-1: 1; SR-BI uptake up: -4; CAL PDZ FP-2: 0.8; Wnt act: 1; phage Ecoli inh: 0.1

Carrying on.
What do the screens show for `COc1ccc(S(=O)(=O)n2nc(OC(=O)c3ccncc3)cc2N)cc1`?
MITF TRPM1 HTS: -4; SR-BI HDL uptake: -26; Tat transport: 0; CAL PDZ FP-1: 0; AddAB inh: 1.9; SR-BI uptake up: 26; CAL PDZ FP-2: 0.9; Ecoli viability: -2.4; Wnt act: 2; phage Ecoli inh: 1.8

What do the screens show for `CCOC(=O)C1CCN(C(=O)COC(=O)c2ccc3[nH]c4c(c3c2)CCCC4)CC1`?
MITF TRPM1 HTS: 1; SR-BI HDL uptake: 46; Tat transport: 7; CAL PDZ FP-1: -3; AddAB inh: -3.9; SR-BI uptake up: -46; CAL PDZ FP-2: -1.2; Ecoli viability: -4.4; Wnt act: -5; phage Ecoli inh: 1.9

How did COc1ccccc1C(=O)NC(=O)CSc1cccc[n+]1[O-] do in these assays?
MITF TRPM1 HTS: 12; SR-BI HDL uptake: -18; Tat transport: -3; CAL PDZ FP-1: 2; AddAB inh: -1.4; SR-BI uptake up: 18; CAL PDZ FP-2: -0.7; Ecoli viability: -0.8; Wnt act: -1; phage Ecoli inh: 1.5

Results for COC(=O)C1=C(C(=O)OC)[C@@H]2N(C)c3ccccc3[C@@]23C[C@@H](CO)N(C(=O)NCCBr)C3=N1 ?
MITF TRPM1 HTS: -3; SR-BI HDL uptake: 0; Tat transport: -27; CAL PDZ FP-1: 1; AddAB inh: -0.1; SR-BI uptake up: 0; CAL PDZ FP-2: 1.0; Ecoli viability: -2.7; Wnt act: -8; phage Ecoli inh: 1.4

Results for O=C(Nc1ccc(F)cc1)C(Sc1nc2ccccc2[nH]1)c1ccccc1 (centres undefined) ?
MITF TRPM1 HTS: 2; SR-BI HDL uptake: 5; Tat transport: -3; CAL PDZ FP-1: -4; AddAB inh: 2.1; SR-BI uptake up: -5; CAL PDZ FP-2: -0.6; Ecoli viability: 6.1; Wnt act: 6; phage Ecoli inh: 2.5

How did Nc1nnc(CC(=O)N/N=C\c2cc([N+](=O)[O-])ccc2O)s1 do in these assays?
MITF TRPM1 HTS: -11; SR-BI HDL uptake: -5; Tat transport: 2; CAL PDZ FP-1: -1; AddAB inh: -0.9; SR-BI uptake up: 5; CAL PDZ FP-2: -1.6; Ecoli viability: 0.1; Wnt act: -2; phage Ecoli inh: 2.8

How did COc1ccc(C(C(=O)NC2CCCC2)N(C(=O)c2snc(-c3ccc(F)cc3)c2N)c2ccc(F)cc2)cc1 (centres undefined) do in these assays?
MITF TRPM1 HTS: -15; SR-BI HDL uptake: 32; Tat transport: 1; AddAB inh: 4.7; SR-BI uptake up: -32; CAL PDZ FP-2: -1.1; Ecoli viability: 0.6; phage Ecoli inh: 2.5

Results for COCc1cc(C)nc(SCC(=O)Nc2cccc(C)c2)c1C#N ?
MITF TRPM1 HTS: 11; SR-BI HDL uptake: 12; Tat transport: 8; CAL PDZ FP-1: -5; AddAB inh: 0.9; SR-BI uptake up: -12; Ecoli viability: 1.4; phage Ecoli inh: 0.9

Results for Cc1ccc(NC(=O)CC2C(=O)OCC3CCCCN32)cc1Cl (centres undefined) ?
MITF TRPM1 HTS: -8; SR-BI HDL uptake: 5; Tat transport: -1; CAL PDZ FP-1: -1; AddAB inh: 0.1; SR-BI uptake up: -5; CAL PDZ FP-2: -2.3; Ecoli viability: 1.9; phage Ecoli inh: 3.5

Results for O=C(CSc1nc(-c2ccccc2)cc(=O)[nH]1)Nc1ccccc1F ?
MITF TRPM1 HTS: 8; Tat transport: 5; CAL PDZ FP-1: 2; AddAB inh: -0.3; CAL PDZ FP-2: -0.3; Ecoli viability: -1.6; Wnt act: 4; phage Ecoli inh: -0.6

What do the screens show for `Cc1cccc(NC(=O)N2CCCC2C(=O)NCc2ccccc2)c1` (centres undefined)?
MITF TRPM1 HTS: 6; SR-BI HDL uptake: -1; Tat transport: -2; CAL PDZ FP-1: -12; AddAB inh: 3.2; SR-BI uptake up: 1; CAL PDZ FP-2: -1.5; Ecoli viability: 2.6; Wnt act: -2; phage Ecoli inh: 1.5

Results for C/C(=N/Nc1ncc(Br)cn1)c1ccc(Br)cc1 ?
SR-BI HDL uptake: 28; Tat transport: 4; CAL PDZ FP-1: -5; AddAB inh: 2.6; SR-BI uptake up: -28; CAL PDZ FP-2: -3.6; Ecoli viability: -1.0; Wnt act: 1; phage Ecoli inh: 3.5

Results for CCOc1ccccc1OCCNC1CCCC1 ?
MITF TRPM1 HTS: -8; SR-BI HDL uptake: -24; Tat transport: 3; CAL PDZ FP-1: 1; AddAB inh: 3.7; SR-BI uptake up: 24; CAL PDZ FP-2: -1.6; Ecoli viability: 1.6; Wnt act: -2; phage Ecoli inh: 4.0

What do the screens show for `Cc1ccc(NC(=O)CCc2c(C)nn(-c3ccc(N4CCCCC4)nn3)c2C)cc1F`?
MITF TRPM1 HTS: 47; SR-BI HDL uptake: 53; Tat transport: 5; CAL PDZ FP-1: -1; AddAB inh: 3.9; SR-BI uptake up: -53; CAL PDZ FP-2: -1.5; Ecoli viability: -2.6; Wnt act: 1; phage Ecoli inh: 2.0

Compound activity deposited in PubChem by several laboratories.
